UGM FP inh = M. tuberculosis UGM enzyme inhibitors, primary screen, biochemical, fluorescence polarization, single point | UDP-galactopyranose mutase (Mycobacterium tuberculosis (strain ATCC 25618 / H37Rv)), … | purified UGM, fluorescence polarization probe displacement | inhibition, % at 10 µM | 320,000 tested, 0.06% active; in the data active = inhibition above about 10%, passing the limit was not always enough; inconclusive = no clear call, values can overlap the other calls
Target sequence (P9WIQ1 whole entry, looked up): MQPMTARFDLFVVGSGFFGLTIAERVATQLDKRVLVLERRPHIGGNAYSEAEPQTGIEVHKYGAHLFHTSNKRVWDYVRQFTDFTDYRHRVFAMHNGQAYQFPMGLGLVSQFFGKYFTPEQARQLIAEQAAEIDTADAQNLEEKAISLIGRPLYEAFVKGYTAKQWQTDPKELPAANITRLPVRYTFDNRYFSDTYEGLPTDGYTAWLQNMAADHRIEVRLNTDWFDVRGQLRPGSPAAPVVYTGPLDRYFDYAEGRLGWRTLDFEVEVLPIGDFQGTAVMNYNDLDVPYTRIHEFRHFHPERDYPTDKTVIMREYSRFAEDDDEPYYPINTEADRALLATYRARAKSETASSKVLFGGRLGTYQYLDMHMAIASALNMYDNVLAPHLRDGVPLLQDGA
FadD28 binding = inhibitors of FadD28 bisubstrate probe binding, primary screen, biochemical, fluorescence polarization, single point; AID 588549, 2011; Mycobacterium tuberculosis FadD28 fatty-acid-AMP ligase; 360,000 tested, 0.22% active; inhibition, % at 12.5 µM; in the data active = inhibition above about 8.5%, passing the limit was not always enough; inconclusive = no clear call, values can overlap the other calls
FBA Mtb inh = Mtb FBA enzyme inhibitors, primary screen, biochemical, fluorescence, strain H37Rv. inhibition, % at 1 µM. Fructose-bisphosphate aldolase (Mycobacterium tuberculosis (strain ATCC 25618 / H37Rv)), …. purified M. tuberculosis FBA, fluorescence read-out. 360,000 tested, 2.3% active; in the data active = inhibition above about 27%;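 also: 0% = vehicle and 100% = reference inhibitor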
Target sequence (P9WQA3 whole entry, looked up): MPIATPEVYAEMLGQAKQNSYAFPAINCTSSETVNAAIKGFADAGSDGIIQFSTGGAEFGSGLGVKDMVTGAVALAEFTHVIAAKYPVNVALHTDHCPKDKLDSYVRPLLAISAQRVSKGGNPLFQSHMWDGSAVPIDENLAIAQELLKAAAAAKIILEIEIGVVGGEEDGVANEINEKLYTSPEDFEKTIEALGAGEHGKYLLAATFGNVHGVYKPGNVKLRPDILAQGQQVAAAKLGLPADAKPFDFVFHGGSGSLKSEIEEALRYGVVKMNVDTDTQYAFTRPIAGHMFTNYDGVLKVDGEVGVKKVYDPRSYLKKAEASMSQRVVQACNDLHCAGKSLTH
Mtb BioA inh = M. tuberculosis BioA enzyme inhibitors, primary screen, biochemical, plate reader, single point, HTS | AID 602481, 2012 | purified M. tuberculosis BioA enzyme | 7,8-diaminopelargonic acid synthase BioA (Mycobacterium tuberculosis) | inhibition, % at 9.99 µM | 360,000 tested, 0.096% active; in the data active = inhibition above about 40%; inconclusive = no clear call, values can overlap the other calls
BoNT-F LC inh = BoNT/F light chain protease inhibitors, primary screen, biochemical, flow cytometry, MLPCN library; Botulinum neurotoxin type F light chain protease (Clostridium botulinum); Multiplex microsphere protease cleavage assay; inhibition, % at 10 µM; 360,000 tested, 0.22% active; AID 588497, 2011; in the data active = inhibition above about 35%, passing the limit was not always enough; inconclusive = no clear call, values can overlap the other calls; also: plate controls were buffer without enzyme for full effect and enzyme alone for no effect
PrPC TRFRET = inhibitors of human cell surface prion protein PrPC, primary screen, cell-based, TR-FRET | Major prion protein (Homo sapiens), P04156 | TR-FRET read-out | inhibition, % at 13.8 µM | 370,000 tested, 0.43% active | AID 720596, 2013; in the data active = inhibition above about 24%; also: 0% = median of the test wells and 100% = reference compound wells
CCHF vOTU inh = CCHFV vOTU protease inhibitors, primary screen, biochemical, Pep-AMC substrate, fluorescence. Crimean-Congo hemorrhagic fever virus L polyprotein viral ovarian tumor (vOTU) protease …. 370,000 tested, 0.55% active. inhibition, % at 11.5 µM. AID 651958, 2012; also: 0% = vehicle wells with enzyme and 100% = no enzyme wells
BoNT A protease = BoNT/A light chain protease inhibitors, primary screen, biochemical, flow cytometry, MLPCN library | Botulinum neurotoxin type A light chain protease (Clostridium botulinum A str. ATCC 3502) | multiplex microsphere protease substrate cleavage | inhibition, % at 10 µM | 360,000 tested, 0.17% active; in the data active = inhibition above about 30%; inconclusive = no clear call, values can overlap the other calls; also: plate controls were buffer without enzyme for full effect and enzyme alone for no effect
GDH-TPI counter = GDH-TPI coupling enzyme inhibitors, primary screen, artefact control for M. tuberculosis FBA inhibitor project, biochemical, absorbance, full deck; GDH-TPI coupled enzyme counterscreen, NADH absorbance; inhibition, % at 4.8 µM; 360,000 tested, 1.2% active; AID 588335, 2011;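 also: 0% = DMSO wells and 100% = wells lacking the enzyme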
* marks the source's active call; other numbers are inactive results. Rule as the data show it, unless noted: active = inhibition above about 30%; inactive = the rest.

`COc1cccc(CCc2nnc(CCC(=O)N3CCCC3c3nccs3)o2)c1` (configuration not stated) gave UGM FP inh 1.4, FadD28 binding -2.1, FBA Mtb inh -7, BoNT-F LC inh -5, PrPC TRFRET -1, CCHF vOTU inh -5, BoNT A protease 0.7 and GDH-TPI counter -16.
`Cc1ccc(NC(=O)/C(C#N)=C/c2cc(C)n(-c3ccc(N4CCOCC4)c([N+](=O)[O-])c3)c2C)c(C)c1` gave UGM FP inh -0.6, FadD28 binding -0.3, FBA Mtb inh 1, Mtb BioA inh -1.7, BoNT-F LC inh -1, PrPC TRFRET -3, CCHF vOTU inh 2, BoNT A protease -0.5 and GDH-TPI counter 1.
For COc1ccc(-c2cc(-c3cc(F)ccc3O)[nH]n2)cc1OC the results were UGM FP inh 2.2, FadD28 binding -14, FBA Mtb inh -3, Mtb BioA inh 0.0, BoNT-F LC inh -1, PrPC TRFRET -3, CCHF vOTU inh 15, BoNT A protease inconclusive and GDH-TPI counter -7.
Screening CC(=O)Nc1ccc(NC(=O)C(C)OC(=O)CSCc2cccc(Cl)c2)cc1 (configuration not stated) returned UGM FP inh 3.9, FadD28 binding -2.7, FBA Mtb inh -3, Mtb BioA inh 2.0, BoNT-F LC inh 1, PrPC TRFRET -3, CCHF vOTU inh 4, BoNT A protease 1.7 and GDH-TPI counter 3.
`CCn1cc(C(=O)NCC2CCCO2)c(=O)c2cc(S(=O)(=O)N3CCCCCC3)ccc21` (configuration not stated) gave UGM FP inh 1.3, FadD28 binding -3.1, FBA Mtb inh -1, Mtb BioA inh 3.5, BoNT-F LC inh 20, PrPC TRFRET -1, CCHF vOTU inh 2, BoNT A protease 4.0 and GDH-TPI counter 16.
For CC(=O)c1ccc(NS(=O)(=O)c2ccc(C)cc2)cc1 the results were UGM FP inh -0.6, FadD28 binding -0.7, FBA Mtb inh 2, Mtb BioA inh -0.8, BoNT-F LC inh 12, PrPC TRFRET 7, CCHF vOTU inh 9, BoNT A protease 0.7 and GDH-TPI counter 27.
CS(=O)(=O)N1CCN(Cc2cc(=O)n3ccsc3n2)CC1 was read as UGM FP inh -1.6, FadD28 binding 0.6, FBA Mtb inh 7, Mtb BioA inh -2.6, BoNT-F LC inh 16, PrPC TRFRET -6, CCHF vOTU inh -5, BoNT A protease 0.2 and GDH-TPI counter 13.
For CC(C)(C)OC(=O)NC1CONC1=O (configuration not stated) the results were UGM FP inh -0.8, FadD28 binding -2.3, FBA Mtb inh 2, Mtb BioA inh -1.0, BoNT-F LC inh 0, PrPC TRFRET 5, CCHF vOTU inh -10, BoNT A protease -0.3 and GDH-TPI counter 12.
Screening O=C1Nc2cc(C(=O)N3CCN(Cc4ccccc4)CC3)ccc2SC1N1CCOCC1 (configuration not stated) returned UGM FP inh 2.7, FadD28 binding -3.0, FBA Mtb inh 1, Mtb BioA inh 1.8, BoNT-F LC inh 4, PrPC TRFRET 3, CCHF vOTU inh -7, BoNT A protease 0.1 and GDH-TPI counter 11.
`O=C(O)CSc1nnc(NC(=O)CN2CCOCC2)s1` gave UGM FP inh -0.9, FadD28 binding -2.1, FBA Mtb inh 0, Mtb BioA inh -0.5, BoNT-F LC inh 6, PrPC TRFRET 2, CCHF vOTU inh 5, BoNT A protease -1.2 and GDH-TPI counter 1.
Screening Cc1nnc(NC(=O)c2ccc3ccccc3c2)o1 returned UGM FP inh -2.5, FadD28 binding -0.9, FBA Mtb inh 3, Mtb BioA inh 0.3, BoNT-F LC inh -31, PrPC TRFRET -2, CCHF vOTU inh 5, BoNT A protease -2.1 and GDH-TPI counter 6.
Screening CSc1ccccc1C(=O)N1CCN(c2cccc(Cl)c2)CC1 returned UGM FP inh -1.3, FadD28 binding -1.9, FBA Mtb inh 6, BoNT-F LC inh 2, PrPC TRFRET 7, CCHF vOTU inh 11, BoNT A protease -0.1 and GDH-TPI counter -1.

Overlap with the part before: 5 entries; new compounds follow.
For CC(C)(C)OC(=O)NC1CONC1=O (configuration not stated) the results were UGM FP inh -0.8, FadD28 binding -2.3, FBA Mtb inh 2, Mtb BioA inh -1.0, BoNT-F LC inh 0, PrPC TRFRET 5, CCHF vOTU inh -10, BoNT A protease -0.3 and GDH-TPI counter 12.
Screening O=C1Nc2cc(C(=O)N3CCN(Cc4ccccc4)CC3)ccc2SC1N1CCOCC1 (configuration not stated) returned UGM FP inh 2.7, FadD28 binding -3.0, FBA Mtb inh 1, Mtb BioA inh 1.8, BoNT-F LC inh 4, PrPC TRFRET 3, CCHF vOTU inh -7, BoNT A protease 0.1 and GDH-TPI counter 11.
`O=C(O)CSc1nnc(NC(=O)CN2CCOCC2)s1` gave UGM FP inh -0.9, FadD28 binding -2.1, FBA Mtb inh 0, Mtb BioA inh -0.5, BoNT-F LC inh 6, PrPC TRFRET 2, CCHF vOTU inh 5, BoNT A protease -1.2 and GDH-TPI counter 1.
Screening Cc1nnc(NC(=O)c2ccc3ccccc3c2)o1 returned UGM FP inh -2.5, FadD28 binding -0.9, FBA Mtb inh 3, Mtb BioA inh 0.3, BoNT-F LC inh -31, PrPC TRFRET -2, CCHF vOTU inh 5, BoNT A protease -2.1 and GDH-TPI counter 6.
Screening CSc1ccccc1C(=O)N1CCN(c2cccc(Cl)c2)CC1 returned UGM FP inh -1.3, FadD28 binding -1.9, FBA Mtb inh 6, BoNT-F LC inh 2, PrPC TRFRET 7, CCHF vOTU inh 11, BoNT A protease -0.1 and GDH-TPI counter -1.
Screening CCC1CCc2c(sc3nc(SCC(=O)NCc4ccco4)n(-c4ccccc4)c(=O)c23)C1 (configuration not stated) returned UGM FP inh 1.9, FadD28 binding -0.3, FBA Mtb inh -1, Mtb BioA inh -0.6, BoNT-F LC inh 4, PrPC TRFRET -4, CCHF vOTU inh 1, BoNT A protease -0.8 and GDH-TPI counter 8.
`Cc1ccccc1NC(=O)CSCc1cc(=O)n2ccsc2n1` gave UGM FP inh 0.8, FadD28 binding -2.3, FBA Mtb inh 1, Mtb BioA inh 0.6, BoNT-F LC inh 2, PrPC TRFRET -9, CCHF vOTU inh 13, BoNT A protease 1.2 and GDH-TPI counter 3.
CC1=C(C(=O)N2CCOCC2)CC(CC(=O)NCCCN(C)C)C(=O)N1Cc1ccc(C(C)(C)C)cc1 (configuration not stated) was read as FadD28 binding -1.2, FBA Mtb inh -3, Mtb BioA inh 3.7, BoNT-F LC inh -1, PrPC TRFRET -6, CCHF vOTU inh -3 and BoNT A protease 0.2.
Screening Cc1ccccc1NC(=S)N(CCCN1CCOCC1)Cc1cccs1 returned UGM FP inh -0.2, FadD28 binding -3.9, FBA Mtb inh -1, BoNT-F LC inh 7, PrPC TRFRET 2, CCHF vOTU inh 9, BoNT A protease -0.1 and GDH-TPI counter 9.
COC(=O)c1c(C(=O)OC)c2oc3ccccc3n2c1Cl was read as UGM FP inh 1.7, FadD28 binding -1.3, FBA Mtb inh 5, Mtb BioA inh 1.2, BoNT-F LC inh -9, PrPC TRFRET 2, CCHF vOTU inh 1, BoNT A protease -0.4 and GDH-TPI counter 3.
Screening O=C(Nc1cccc(N2C(=O)C3C4C=CC(C4)C3C2=O)c1)c1cccs1 (configuration not stated) returned UGM FP inh -0.9, FadD28 binding -0.2, FBA Mtb inh 0, BoNT-F LC inh -8, PrPC TRFRET 9, CCHF vOTU inh 7, BoNT A protease -0.1 and GDH-TPI counter 1.
For COc1ccc(-c2nc3nc(C)cc(C)n3n2)cc1 the results were UGM FP inh -0.2, FadD28 binding -2.7, FBA Mtb inh 57*, Mtb BioA inh 2.1, BoNT-F LC inh -5, PrPC TRFRET 1, CCHF vOTU inh 15, BoNT A protease 0.7 and GDH-TPI counter -11.
Screening N#CCCn1c(SCC(=O)N2CCN(S(=O)(=O)c3ccccc3)CC2)nc2ccccc21 returned UGM FP inh -2.9, FadD28 binding -4.3, FBA Mtb inh 0, Mtb BioA inh 1.0, BoNT-F LC inh -4, PrPC TRFRET -3, CCHF vOTU inh 6, BoNT A protease 0.5 and GDH-TPI counter -3.
Screening CCN(CC)C(=O)c1ccc(Cc2cn(C)c3ccccc23)nc1 returned FadD28 binding -1.0, FBA Mtb inh 2, Mtb BioA inh -5.6, BoNT-F LC inh -2, PrPC TRFRET -3, CCHF vOTU inh -6, BoNT A protease -0.1 and GDH-TPI counter 18.
Screening CC(C)(C)OC(=O)N[C@H](C(=O)OC(C)(C)C)c1ccc(Br)cc1 returned UGM FP inh 0.2, FadD28 binding -1.5, FBA Mtb inh 0, Mtb BioA inh 0.4, BoNT-F LC inh 2, PrPC TRFRET 3, CCHF vOTU inh 7, BoNT A protease -0.4 and GDH-TPI counter 0.
`CC(C)CN(Cc1cc2ccccc2[nH]c1=O)C(=O)c1cccnc1` gave UGM FP inh 3.9, FadD28 binding -4.0, FBA Mtb inh 1, Mtb BioA inh 0.0, BoNT-F LC inh -9, PrPC TRFRET -7, CCHF vOTU inh -2, BoNT A protease inconclusive and GDH-TPI counter -3.
c1ccc2c(c1)nc(-c1ccncc1)n2CCNc1nc(CN2CCCCC2)cs1 was read as UGM FP inh 2.7, FadD28 binding -3.5, FBA Mtb inh 0, Mtb BioA inh 0.6, BoNT-F LC inh -8, PrPC TRFRET 0, CCHF vOTU inh 6, BoNT A protease 0.1 and GDH-TPI counter -5.
For COc1ccc(NC(=O)CN(C)C(=O)CCc2ccccc2)cc1 the results were UGM FP inh 1.9, FadD28 binding -0.2, FBA Mtb inh 0, BoNT-F LC inh 0, PrPC TRFRET 6, CCHF vOTU inh 1, BoNT A protease 3.4 and GDH-TPI counter 10.
`CCC(=O)NC(=S)Nc1cccc(NC(=O)c2ccco2)c1` gave UGM FP inh -0.3, FadD28 binding -1.9, FBA Mtb inh 0, BoNT-F LC inh -2, PrPC TRFRET 7, CCHF vOTU inh 0, BoNT A protease -0.6 and GDH-TPI counter -5.
COc1cc2c(cc1[N+](=O)[O-])-c1ccccc1C2 was read as FadD28 binding -3.1, FBA Mtb inh -4, Mtb BioA inh -0.8, BoNT-F LC inh 1, PrPC TRFRET 3, CCHF vOTU inh 2, BoNT A protease 0.6 and GDH-TPI counter 8.
For Cc1nc2cc(F)ccc2n1C1CCN(Cc2nnnn2CCc2ccccc2)CC1 the results were UGM FP inh -2.3, FadD28 binding -0.7, FBA Mtb inh 2, Mtb BioA inh 0.0, BoNT-F LC inh 42*, PrPC TRFRET -9, CCHF vOTU inh -16, BoNT A protease 1.0 and GDH-TPI counter -1.
For Cc1cccc(C)c1NC(=O)c1cnccn1 the results were UGM FP inh -0.8, FadD28 binding -1.8, FBA Mtb inh 0, Mtb BioA inh 0.3, PrPC TRFRET 5, CCHF vOTU inh 8 and GDH-TPI counter 3.
O=S1(=O)CC(N2CCCCC2)CN1Cc1cn(Cc2ccccc2)nn1 (configuration not stated) was read as BoNT-F LC inh -6, PrPC TRFRET -6, CCHF vOTU inh 27 and BoNT A protease -0.4.
CC(=O)c1c(C)c[nH]c1C was read as UGM FP inh 0.3, FadD28 binding -1.9, FBA Mtb inh 4, Mtb BioA inh -0.5, BoNT-F LC inh 8, PrPC TRFRET 0, CCHF vOTU inh 8, BoNT A protease 0.0 and GDH-TPI counter 8.
